Screening data: PubChem BioAssay, National Center for Advancing Translational Sciences (NCATS)
HEK293 tox = kills HEK 293 cells | HEK 293 viability, ATP luminescence (CellTiter-Glo), 48-72 h | Potency, µM (highest dose often 115 µM), inactives show at the top dose activity change, negative = cytotoxicity, most hits filed as inhibitors | hit rate 6.6% among 94,000; note: potency is the fitted concentration of half-maximal effect; nearly all actives have a fitted effect of over 60% in size
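Pintool-delivered compounds were incubated with HEK 293 cells (250 cells/well) at 37 degree Celsius for 48 or 72 hr. ATP-dependent luminescence (CellTiter-Glo) then reported remaining viable cells.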
SNCA viab count = counter-screen for SNCA expression inhibitors: cell viability. HEK-293-SNCA-luc viability, GF-AFC fluorescence, 24 h. hit rate 0.12% among 150,000. AID 1671193. Potency, µM (titrated, usually from 57.1 µM), for the others: at the top dose activity change, negative = cytotoxicity, usual class: cytotoxic;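 note: potency is the fitted concentration of half-maximal effect; 0% = DMSO-treated cells and -100% = medium-only wells without cells; nearly all actives have a fitted effect of over 30% in size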
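HEK-293-SNCA-luc cells (1500/well) plated 24 h, then exposed 24 h to a dilution series; GF-AFC added 30 min at 37C, fluorescence 405/540 nm; normalised to medium-only and DMSO wells, Hill fit.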
GPT2 inhibitor = GPT2 alanine aminotransferase inhibition; Q8TD30; Recombinant GPT2, coupled pyruvate oxidase/HRP Amplex Red fluorescence; Potency, µM (highest dose often 57.7 µM), without a hit: top-dose activity change, negative = inhibition, most hits filed as inhibitors; hit rate 0.25% among 100,000; note: potency is the fitted concentration of half-maximal effect; nearly all actives have a fitted effect of over 60% in size; many of its hits are not listed in these tables
Target sequence (Q8TD30 whole entry, looked up): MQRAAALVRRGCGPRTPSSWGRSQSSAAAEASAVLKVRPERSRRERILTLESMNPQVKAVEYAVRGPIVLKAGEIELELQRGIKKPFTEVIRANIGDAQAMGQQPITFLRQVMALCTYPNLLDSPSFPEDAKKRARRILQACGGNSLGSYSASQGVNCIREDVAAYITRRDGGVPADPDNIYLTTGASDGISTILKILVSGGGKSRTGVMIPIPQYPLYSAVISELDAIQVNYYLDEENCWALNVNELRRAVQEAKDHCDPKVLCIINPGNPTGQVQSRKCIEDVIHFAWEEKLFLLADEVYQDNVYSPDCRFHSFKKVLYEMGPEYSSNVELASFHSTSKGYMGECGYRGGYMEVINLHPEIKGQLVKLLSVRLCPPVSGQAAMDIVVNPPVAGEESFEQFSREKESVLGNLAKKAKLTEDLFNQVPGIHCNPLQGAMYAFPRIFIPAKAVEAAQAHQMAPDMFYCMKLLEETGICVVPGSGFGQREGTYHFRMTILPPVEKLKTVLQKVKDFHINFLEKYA
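GPT2 10ng/uL, a-KG 250uM, L-Ala 2mM, HEPES pH7.5 + 0.0001% Tween; 30 min RT. Then Amplex mix (PO/HRP/ThPP), 30 min RT dark, fluorescence. AOA 50uM used as positive control.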
IP6K1 inhibitor = blocks human inositol hexakisphosphate kinase 1. Q92551. IP6K1 kinase, ADP-Glo luminescence, 2 h; stronger effect = lower value. activity change, % (series mostly up to about 58 µM). hit rate 0.81% among 140,000; in the data active = activity change below about -25%
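ADP-Glo luminescence measures ADP made by human IP6K1 during a 2 h RT reaction with ATP/IP6 (mix at 1.3 mM/130 uM); top library doses 57.5 and 19.1 uM final.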
3T3 cytotox = NIH 3T3 cell cytotoxicity | NIH 3T3 viability, CellTiter-Glo ATP luminescence, 48-72 h | Potency, µM (doses to about 96.7 µM), without a hit: top-dose activity change, negative = cytotoxicity, most hits filed as inhibitors | hit rate 4.3% among 94,000 | AID 1345082; note: potency is the fitted concentration of half-maximal effect; nearly all actives have a fitted effect of over 55% in size
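ATP-dependent luminescence (CellTiter-Glo) served as the viability signal for NIH 3T3 cells treated with compound for 48 or 72 hr at 37 °C.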
Luciferase inh = blocks purified firefly luciferase enzyme activity | Potency, µM (highest dose often 115 µM), for the others: at the top dose activity change, negative = inhibition, usual class: inhibitors | P08659 | purified P. pyralis luciferase, luminescence, biochemical | hit rate 2.5% among 76,000 | AID 1347043; note: potency is the fitted concentration of half-maximal effect; nearly all actives have a fitted effect of over 65% in size
Target sequence (P08659 whole entry, looked up): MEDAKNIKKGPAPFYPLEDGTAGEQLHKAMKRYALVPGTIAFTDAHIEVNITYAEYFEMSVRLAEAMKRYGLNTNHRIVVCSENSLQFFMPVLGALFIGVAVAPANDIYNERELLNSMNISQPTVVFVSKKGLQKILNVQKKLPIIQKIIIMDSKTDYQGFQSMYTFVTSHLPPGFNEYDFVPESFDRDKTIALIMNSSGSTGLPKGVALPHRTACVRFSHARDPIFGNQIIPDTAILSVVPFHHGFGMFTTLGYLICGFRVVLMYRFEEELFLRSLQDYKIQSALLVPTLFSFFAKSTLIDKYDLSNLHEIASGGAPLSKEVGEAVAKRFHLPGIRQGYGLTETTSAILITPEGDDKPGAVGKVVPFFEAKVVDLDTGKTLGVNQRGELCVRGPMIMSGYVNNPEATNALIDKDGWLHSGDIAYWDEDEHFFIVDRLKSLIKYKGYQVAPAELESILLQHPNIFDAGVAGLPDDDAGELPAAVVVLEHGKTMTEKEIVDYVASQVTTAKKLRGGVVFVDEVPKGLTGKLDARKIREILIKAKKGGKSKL
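Purified 10nM P. pyralis luciferase with 10uM D-luciferin and 10uM ATP in 50mM Tris acetate pH 7.5, 10mM Mg acetate, 0.01% Tween-20, 0.05% BSA. qHTS titration; luminescence read by CCD imager.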
SNCA expr inh = inhibitors of alpha-synuclein (SNCA) gene expression. HEK-293 SNCA-luciferase knock-in, luminescence, 24 h. hit rate 0.17% among 140,000. Potency, µM (top dose mostly 57.2 µM), for the others: at the highest dose activity change, negative = inhibition, most hits filed as inhibitors;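 note: potency is the fitted concentration of half-maximal effect; plate controls were DMSO cells for no effect and cell-free wells for full effect; nearly all actives have a fitted effect of over 45% in size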
Numbers without * were called inactive; i = inactive; ? = inconclusive; / = not tested or not shown; [ ] = another dose, or the depositor's remark. Unless noted, calls come from the whole dose curve; as a rule, active = well fitted curve in the direction sought with a large enough effect; inconclusive = small, poorly fitted or top-dose-only effect, or another doubt; inactive = no such curve, though single readings can be large; an effect the other way counts as inactive or inconclusive. Unless noted, % is set by controls: 0 for no effect and ±100 for the full control effect. These rows are one share of the data. The share of hits here may be higher or lower than overall.

Start of the listing, in advance (three entries):
Every second line gives: Luciferase inh, HEK293 tox, GPT2 inhibitor, SNCA expr inh, IP6K1 inhibitor, SNCA viab count, 3T3 cytotox
[1] CN1CCC(O)(c2csc(CN3CC[C@@H](O)C3)n2)CC1
 : -11%[172 µM], i, i, 36%[activator][87.6 µM], 5, 3%[87.6 µM], -2%[174 µM]
[2] CO[C@H]1C(=O)N(C2CCN(C(=O)Cc3c[nH]c4ccccc34)CC2)[C@H]1c1ccncc1
 : 4%, 0%, i, 10%, 11, 1%, 1%
[3] COc1ccc(OCc2nc(C3CN(C(=O)c4ccc5nc[nH]c5c4)C3)no2)cc1
 : -15%, ?, 4%, -19%, 1, -10%, ?

Main list (from the top)
Every second line gives: Luciferase inh, HEK293 tox, GPT2 inhibitor, SNCA expr inh, IP6K1 inhibitor, SNCA viab count, 3T3 cytotox
[1] CN1CCC(O)(c2csc(CN3CC[C@@H](O)C3)n2)CC1
 : -11%[172 µM], i, i, 36%[activator][87.6 µM], 5, 3%[87.6 µM], -2%[174 µM]
[2] CO[C@H]1C(=O)N(C2CCN(C(=O)Cc3c[nH]c4ccccc34)CC2)[C@H]1c1ccncc1
 : 4%, 0%, i, 10%, 11, 1%, 1%
[3] COc1ccc(OCc2nc(C3CN(C(=O)c4ccc5nc[nH]c5c4)C3)no2)cc1
 : -15%, ?, 4%, -19%, 1, -10%, ?
[4] CC1=C(C(=O)Nc2ccc(Cl)cc2)C(c2cccs2)n2nc(SCc3cccc(C)c3)nc2N1 (stereo unspecified)
 : /, /, /, -23%, 17, 11%, /
[5] CCOC(=O)c1c(C)[nH]c(C)c1S(=O)(=O)N1CCC(C(=O)Nc2ccc(OC)c(OC)c2)CC1
 : /, /, /, ?, 4, 1%, /
[6] Cc1nn(C)c2c1c(C(F)(F)F)cc(=O)n2CC(=O)NCCC(C)C
 : /, /, /, -4%, -8, 1%, /
[7] O=C(c1ccc(CSc2nc3ccncc3n2Cc2ccc(F)cc2)cc1)N1CCCCCC1
 : /, /, /, -11%, -14, -19%, /
[8] Cc1ccc2c(c1)C(C[C@H]1CN(C(=O)CC(C)(C)C)CC[C@H]1CC(=O)O)=NCC2
 : -10%[172 µM], 1%[172 µM], -24%[88.5 µM], -4%[87.6 µM], 7, -6%[87.6 µM], -23%[174 µM]
[9] O=C(NCC1CC1)c1ccc2nc(-c3ccccn3)oc2c1
 : /, 112µM*, i, -11%[87.6 µM], -7, 7%[87.6 µM], ?
[10] Cc1cccc(NC(=O)Cn2nnc(C(=O)Nc3ccc(F)c(Cl)c3)c2N)c1
 : /, /, /, 3%, -34*, -13%, /
[11] Cc1n[nH]c(C)c1CNC(=O)CCC[C@H]1NC[C@@H]2C[C@H]1CN(Cc1ccccc1)C2
 : -17%, -6%, ?, -8%, -18, 2%, -5%
[12] CCc1nnsc1C(=O)N1CCCC(c2nccn2Cc2cccnc2)C1 (stereo unspecified)
 : 10%, -10%, -28%, -18%, 16, 1%, -12%
[13] CCOCCc1nn2c(=O)cc(COC(=O)c3ccccc3NC(=O)c3ccc(C)cc3)nc2s1
 : /, /, /, 100%[activator], 10, -5%, /
[14] Cn1c(CCNC(=O)Cn2nc3c(cc2=O)CCCCC3)nc2ccccc21
 : -6%, -6%, i, -21%, 22, 0%, i
[15] Cc1nc(C)c(C(=O)N2CCOCC2CC(=O)NCc2cccnc2)s1 (stereo unspecified)
 : 3%, -14%, -2%, 16%, -7, -10%, i
[16] CCc1ccc(C(=O)c2cnc3ccc(C)cc3c2S(=O)(=O)c2ccc(OC)cc2)cc1
 : /, /, /, -2%, -11, 12%, /
[17] O=C(C1CC1)N1CCCCCC1c1nnc(-c2ccccc2)o1 (stereo unspecified)
 : 1%, ?, -12%, 4%, 19, -9%, -23%
[18] O=C(Nc1ccccc1)NC1CCN(C(=O)N2CC3CC(C2)[C@H]2CCCC(=O)N2C3)CC1 (stereo partly specified)
 : -8%, 8%, i, 10%, 31, 1%, i
[19] COC(=O)c1ccc(CSc2nc3c([nH]c4ccccc43)c(=O)n2-c2cccc(OC)c2)o1
 : /, /, /, -17%, -14, -1%, /
[20] COC(=O)c1sccc1S(=O)(=O)N(CC(=O)NCc1ccc(C)cc1)c1ccc(C)c(C)c1
 : /, /, /, 27%, -5, 2%, /
[21] Cc1[nH]cnc1C(=O)N1CCOc2c(O)cc(-c3csc4ccccc34)cc2C1
 : -7%, 45µM*, 5%, -15%, 4, -7%, 79µM*
[22] NC(=O)Cn1c(=O)n(CCCCCC(=O)NCc2ccccc2)c(=O)c2sccc21
 : /, /, /, 2%, -2, 6%, /
[23] C#CCNC(=O)C1CCCN1Cc1cccc(-c2ccc(C)c(Cl)c2)c1 (stereo unspecified)
 : /, 40µM*, /, /, 10, /, 40µM*
[24] COc1ccc(C)cc1NC(=O)NC(C)c1c(-n2cccc2)sc(C)c1C (stereo unspecified)
 : /, /, /, ?, 0, 10%, /
[25] Cc1cccc(C(=O)N2CCc3cc(CNC(=O)COc4ccc(Cl)cc4)ccc32)c1
 : /, /, /, 67%[activator], 3, 5%, /
[26] CN(CC1CCN(CCc2ccc(Cl)cc2)CC1)C(=O)c1ccccc1C#N
 : 4%, ?, -8%[11.5 µM], -15%, -10, -13%, ?
[27] Cc1ccc(-c2c(C(=O)N3CCN(c4cccc(C)c4)C(C)C3)oc(=O)c3ccccc23)cc1 (stereo unspecified)
 : /, /, /, ?, 28, 1%, /
[28] CCOC(=O)C1CCN(C(=O)c2cn3cc(-c4cccc(OC)c4)sc3n2)CC1
 : /, ?, -3%, -6%, 6, -8%, ?
[29] CCOC(=O)N1CCC(n2ccnc2-c2cc3n(n2)CCNC3)CC1
 : 5%, -1%, -2%, 0%, 4, -19%, 2%
[30] Cc1cc2oc(C(=O)N(Cc3ccccc3F)C3CCS(=O)(=O)C3)c(C)c2cc1Cl (stereo unspecified)
 : /, /, /, -17%, -1, -9%, /

Quoted at random: 2 entries already listed
Every second line gives: Luciferase inh, HEK293 tox, GPT2 inhibitor, SNCA expr inh, IP6K1 inhibitor, SNCA viab count, 3T3 cytotox
[17] O=C(C1CC1)N1CCCCCC1c1nnc(-c2ccccc2)o1 (stereo unspecified)
 : 1%, ?, -12%, 4%, 19, -9%, -23%
[28] CCOC(=O)C1CCN(C(=O)c2cn3cc(-c4cccc(OC)c4)sc3n2)CC1
 : /, ?, -3%, -6%, 6, -8%, ?

(list continues)
Every second line gives: Luciferase inh, HEK293 tox, GPT2 inhibitor, SNCA expr inh, IP6K1 inhibitor, SNCA viab count, 3T3 cytotox
[31] COc1ccccc1Nc1ccnc(N2CCN(C(=O)c3ccc(Cl)nc3)CC2)n1
 : /, ?, i, -12%, 11, 0%, ?
[32] CS(=O)(=O)N1CCCC(C(=O)NC2CCCC2)CCNC(=O)CC1 (stereo unspecified)
 : 0%, i, i, 9%, -11, 3%, -5%
[33] CC(C)N1CC(C(=O)NCc2cccs2)NC1=O (stereo unspecified)
 : /, -13%[172 µM], i, 10%[87.6 µM], 18, 26%[12.5 µM], -30%[138 µM]
[34] Cc1cn2c(=O)cc(COc3cccc(NC(=O)c4cccc(F)c4)c3)nc2s1
 : /, /, /, 14%, -4, -7%, /
[35] CCOc1ccc(N(CC)S(=O)(=O)N2CCCC(C(=O)Nc3ccc(OC)c(OC)c3)C2)cc1 (stereo unspecified)
 : /, /, /, -18%, 9, -4%, /
[36] NCc1n[nH]c(=O)n1-c1ccc2c(c1)OCO2
 : 2%, i, 1%, 2%, 11, 4%, i
[37] COc1ccc(-c2cc(N3CCCN(C(=O)c4ccc(C)nc4)CC3)n[nH]2)cc1
 : 0%, -22%, -1%, 9%, -2, 12%, -8%
[38] CCOc1cccc(CN2CCC3(CC2)CC(CC(=O)N2CCCC2)CCO3)c1 (stereo unspecified)
 : 1%, -10%, i, 0%, 8, -19%, -5%
[39] CN1c2cccnc2CN(C2CCC(CO)CC2)CC[C@H]1CO (stereo partly specified)
 : 5%[172 µM], i, -7%[88.5 µM], 12%[87.6 µM], -7, 2%[87.6 µM], i
[40] COc1ccc(OC)c2sc(N3CCN(C(=O)C4COc5ccccc5O4)CC3)nc12 (stereo unspecified)
 : /, /, /, 17%, -4, 3%, /
[41] CCN(CC)CCCNC(=O)c1sc2nc3n(c(=O)c2c1C)CCCCC3
 : /, /, /, 20%, -4, 10%, /
[42] CCN1C(=O)C(O)(c2c(C)[nH]c3ccccc23)c2ccccc21 (stereo unspecified)
 : /, /, /, -14%, 2, 9%, /
[43] Cn1cccc1CNC(=O)C1c2ccccc2C(=O)N(Cc2ccccc2)C12CCCC2 (stereo unspecified)
 : 0%, ?, -17%, -16%, 22, -8%, -24%
[44] CC(C)CCN1C(=O)CC[C@]2(C(=O)N3CCC(N4CCCCC4)CC3)CCCC[C@@H]12
 : 1%, ?, 0%, 2%, -2, 5%, -6%
[45] Cn1cc(S(=O)(=O)N2CCOCC2)cc1C(=O)Nc1ccc(Cl)c(C(F)(F)F)c1
 : /, /, /, ?, -7, -10%, /
[46] COc1ccc(S(=O)(=O)Nc2ccc3n(c2=O)C[C@H]2C[C@@H]3CN(C(=O)Nc3cc(OC)cc(OC)c3)C2)cc1
 : 3%, -2%, 3%, 4%, -7, -13%, 50µM*
[47] COc1ccc(-c2ccc(C(=O)N3CCN(C(=O)c4ccccc4C)CC3)cc2)nn1
 : /, -5%, /, /, -10, /, i
[48] O=c1c2cc3c(cc2n(Cc2cccc(Cl)c2)c(=O)n1Cc1nc(-c2ccccc2)no1)OCO3
 : /, /, /, 13%, -7, 5%, /
[49] CN(C)C(=O)c1cc2c(s1)CCC(C(=O)N1CCN(c3ccccn3)CC1)C2 (stereo unspecified)
 : 0%, ?, i, -18%, 8, 9%, -31%
[50] O=C(NC1CCCN(c2cc(-c3ccccc3)[nH]n2)C1)c1nccc2ccccc12 (stereo unspecified)
 : ?, ?, -7%, 23%, 12, -4%, ?
[51] O=C(NCC1CCCO1)c1ccc(-c2ccc(N3CCCCC3)nc2)cc1 (stereo unspecified)
 : ?, -14%, -1%, 51%[activator], -3, 1%, -1%
[52] COc1cc(NS(=O)(=O)c2ccc3c(c2)CC(=O)N3)cc(OC)c1OC
 : /, /, /, ?, 4, -17%, /
[53] CCN(Cc1nc2ccccc2[nH]1)CC1CCCN(CCc2cccc(F)c2)C1 (stereo unspecified)
 : 1%, ?, -12%, 1%, 1, -20%, ?
[54] COc1cccc(CNC(=O)c2oc3ccc4c(c3c2C)C(=O)CC(C)(C)O4)c1OC
 : /, /, /, 57%[activator], 4, 2%, /
[55] O=c1c(-c2ccc(O)cc2)coc2cc(O[C@@H]3O[C@H](CO)[C@H](O)[C@H](O)[C@H]3O)ccc12
 : /, /, i, ?, /, -17%, /
[56] CCCN(CC1CCOC1)C(=O)Nc1ccc(F)cc1 (stereo unspecified)
 : -3%, 0%, i, 12%, 10, -7%, i
[57] O=[S+]([O-])(c1ccccc1)N1CC2(COCCN(Cc3ccsc3)C2)C1
 : 1%[172 µM], ?, 0%[88.5 µM], 2%[87.6 µM], 10, 5%[87.6 µM], ?
